# Rev-erbA mod – modulators of Rev-erb alpha DNA binding, primary screen, biochemical, FITC-DNA, fluorescence polarization, uHTS; Nuclear receptor subfamily 1 group D member 1 (Homo sapiens), P20393; Rev-erbα–FITC-DNA binding, 90 min; activity, % at 10 µM; 370,000 compounds, 0.79% hits;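 active means activity above about 14%, limit read from the data; passing the limit was not always enough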;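 further: 0% = DMSO wells with 35 nM protein and 100% = DMSO wells with 750 nM protein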
# Target sequence (P20393 whole entry, looked up): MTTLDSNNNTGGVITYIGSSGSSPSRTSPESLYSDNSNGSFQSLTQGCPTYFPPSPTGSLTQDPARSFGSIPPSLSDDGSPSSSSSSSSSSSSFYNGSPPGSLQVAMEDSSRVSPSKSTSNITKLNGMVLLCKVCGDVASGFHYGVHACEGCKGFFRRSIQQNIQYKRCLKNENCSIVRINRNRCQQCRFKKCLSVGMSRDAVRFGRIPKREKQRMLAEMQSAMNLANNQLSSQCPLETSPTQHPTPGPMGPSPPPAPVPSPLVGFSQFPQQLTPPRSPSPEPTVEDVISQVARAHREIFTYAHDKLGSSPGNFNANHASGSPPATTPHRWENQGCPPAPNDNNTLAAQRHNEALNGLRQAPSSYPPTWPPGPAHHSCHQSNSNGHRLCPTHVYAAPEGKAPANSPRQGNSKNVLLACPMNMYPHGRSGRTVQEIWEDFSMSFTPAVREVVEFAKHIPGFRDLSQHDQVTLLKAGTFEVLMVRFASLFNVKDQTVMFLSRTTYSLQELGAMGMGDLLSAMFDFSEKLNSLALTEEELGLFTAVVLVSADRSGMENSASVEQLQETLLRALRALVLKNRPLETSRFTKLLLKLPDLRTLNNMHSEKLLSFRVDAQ
# DDE Tn7 FP inh – inhibitors of Tn7 peptide binding to fibrin DD(E), primary screen, biochemical, fluorescence polarization, human fibrin, Tn7 probe; Fibrinogen beta chain (Homo sapiens), P02675; FP displacement of FITC-Tn7 peptide from fibrin DD(E); 0% = median of compound wells per plate; inhibition, % at 8.3 µM; 370,000 compounds, 0.13% hits; AID 720508, 2013;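 active means inhibition above the mean of compounds falling within the control limits plus 3 SD of them, cut at about 14% in these data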;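 further: 0% = plate median of compound wells and 100% = 10 µM Aha-Tn7 peptide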
#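 system = human fibrin DD(E) protein | quantity = DD(E) 2 µM final | medium = Tris/NaCl/CaCl2 buffer, pH 7.8 | also added = labelled Tn7 tracer, 0.1 µM | compound dosing = single point at 8.3 µM | timing = compound with protein 10 min, then 3 h after probe, room temperature | signal = FP measurement | benchmarks = Aha-Tn7 high control | repeats = one replicate per compound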
# DDE Tn6 FP inh – inhibitors of Tn6 peptide binding to fibrin DD(E), primary screen, biochemical, fluorescence polarization, human fibrin, Tn6 probe. Fibrinogen beta chain (Homo sapiens), P02675. Fibrin DD(E) TRITC-Tn6 fluorescence polarization displacement. inhibition, % at 8.3 µM. 370,000 compounds, 0.21% hits;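 active means inhibition above a per-campaign cutoff: mean of compounds within control limits plus 3 SD, cut at about 15% in these data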;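 further: 0% = median of all compound wells on the plate and 100% = blocking peptide control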
# PLCg1 inh – PLC-gamma1 enzyme inhibitors, primary screen, biochemical, fluorescence, purified enzyme | 370,000 compounds, 0.84% hits | 1-phosphatidylinositol 4,5-bisphosphate phosphodiesterase gamma-1 (Homo sapiens), P19174 | inhibition, % at 12.2 µM | fluorogenic substrate; in the data active means inhibition above about 9.5%
# UHRF1 MBD2 ctr – UHRF1 methylated DNA binding inhibitors, primary screen, counter-screen for MBD2 inhibitor project, biochemical, TR-FRET, human UHRF1, single concentration; E3 ubiquitin-protein ligase UHRF1 (Homo sapiens), Q96T88; UHRF1 binding to methylated oligo; inhibition, % at 4.4 µM; 370,000 compounds, 0.75% hits; in the data active means inhibition above about 21%;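 further: UHRF1 SRA domain binding a hemimethylated CpG hairpin DNA probe; 0% = median of test compound wells and 100% = reference inhibitor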
# ARFGAP1 inhibitor – inhibitors of rat ARFGAP1 GAP activity, primary screen, biochemical, fluorescence polarization, GDP tracer; ADP-ribosylation factor GTPase-activating protein 1 (Rattus norvegicus), Q62848; inhibition, % at 16.5 µM; AID 651572, 2012; 360,000 compounds, 0.26% hits; Arfgap1-stimulated ARF1 GTP hydrolysis, GDP FP detection;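 active means inhibition above a per-plate limit, mean inhibition of low control wells plus 3 SD, cut at about 25% in these data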;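 further: 0% = DMSO wells with enzyme and 100% = wells lacking Arfgap1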
# Target sequence (Q62848 1-136 limits assumed): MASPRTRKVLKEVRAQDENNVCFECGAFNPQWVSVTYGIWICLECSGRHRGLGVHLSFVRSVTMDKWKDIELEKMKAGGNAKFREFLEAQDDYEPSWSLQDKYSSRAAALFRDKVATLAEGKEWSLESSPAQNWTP
#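 Repeats: one replicate per compound; assay system: rat Arfgap1 catalytic domain, aa 1-136; times: enzyme reaction 120 min at 25 °C after 20 min preincubation; detection: FP of antibody-bound GDP Alexa 633 tracer, ex 620/em 688 nm; benchmarks: high control wells lacking Arfgap1, low control full reaction with DMSO; reagent: human ARF1(Δ1-17)-GTP substrate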
# proKLK7 act – proKLK7 zymogen activators, primary screen, biochemical, fluorescence intensity. Kallikrein-7 (Homo sapiens), P49862. purified proKLK7, EDANS-DABCYL substrate fluorescence; 100% is mature enzyme control, 0% vehicle. activation, % at 7 µM. 370,000 compounds, 0.9% hits;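 active means activation above the mean of all tested compounds plus 3 SD, computed per campaign excluding outliers beyond control limits, cut at about 13% in these data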
# Target sequence (P49862 whole entry, looked up): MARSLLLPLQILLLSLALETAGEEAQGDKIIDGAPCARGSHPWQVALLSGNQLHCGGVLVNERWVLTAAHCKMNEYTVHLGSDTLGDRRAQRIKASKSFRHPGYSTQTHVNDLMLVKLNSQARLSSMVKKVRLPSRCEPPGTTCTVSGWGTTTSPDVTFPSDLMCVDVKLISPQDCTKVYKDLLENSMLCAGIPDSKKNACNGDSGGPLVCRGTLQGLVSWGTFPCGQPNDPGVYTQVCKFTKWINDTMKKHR
# ASAP1 GAP inh – inhibitors of human ASAP1 ArfGAP activity, primary screen, biochemical, fluorescence polarization; inhibition, % at 16.5 µM; 360,000 compounds, 0.19% hits; Arf-GAP with SH3 domain, ANK repeat and PH domain-containing protein 1 (Homo sapiens), …; AID 624377, 2012; ASAP1-stimulated ARF1 GTP hydrolysis, GDP FP detection; in the data active means inhibition above about 25%;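 further: 0% = vehicle with enzyme and substrate and 100% = no enzyme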
# PLCb3 inh – human PLC-beta3 inhibitors, primary screen, biochemical, fluorescence; 1-phosphatidylinositol 4,5-bisphosphate phosphodiesterase beta-3 (Homo sapiens), Q01970; Purified PLC-beta3, fluorogenic substrate; inhibition, % at 12.2 µM; 370,000 compounds, 0.18% hits; in the data active means inhibition above about 11%;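 further: 0% = median of compound wells on plate and 100% = full blocker control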
# HGIII-sPLA2 inh – human group III sPLA2 inhibitors, primary screen, biochemical, QFRET, BODIPY PC-A2 liposome substrate; QFRET BODIPY PC-A2 liposome hydrolysis, fluorescence; AID 743126, 2013; inhibition, % at 12.2 µM; 370,000 compounds, 0.56% hits;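 active means inhibition above mean plus 3 SD of compounds lying within the high and low control bounds, cut at about 19% in these data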;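 further: 0% = median of test compound wells and 100% = no enzyme DMSO wells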
# Active calls of the source: *; & = joins results of further samples.
SMILES,Rev-erbA mod,DDE Tn7 FP inh,DDE Tn6 FP inh,PLCg1 inh,UHRF1 MBD2 ctr,ARFGAP1 inhibitor,proKLK7 act,ASAP1 GAP inh,PLCb3 inh,HGIII-sPLA2 inh
COc1ccccc1NC(=O)COC(=O)CNC(=O)c1ccc(OC)c(OC)c1,0,-7,-2,7,1,-7,-0.5,-4,7,11
CCN(CC)CCCNC(=O)c1csc(Nc2cccc3ccccc23)n1,4,-3,-2,0,-3,15,-0.8,-10,-5,-1
CCN(c1ccccc1)S(=O)(=O)c1ccc(OC)c(N=N/C(C(=O)Nc2ccccc2)=C(/C)O)c1,1,3,-5,4,-2,0,0.2,8,2,1
CC(C)CC(=O)Nc1cccc(NC(=O)CC(C)C)n1,-2,9,0,10*,6,-6,-0.5,1,-3,10
CCc1nnc(NC(=O)C2CC(=O)N(Cc3ccccc3)C2)s1 (stereo unspecified),-8,2,-6,-3,0,19,0.0,5,-4,3
O=C(NCCCN1CCCC1=O)c1nnc(Cc2c(F)cccc2Cl)o1,-2,-1,0,5,0,17,3.3,4,4,3
COC(=O)CCCSc1nccn1-c1ccccc1,8,0,5,-2,-1,-4,0.6,-8,-6,-7
NS(=O)(=O)c1cc(C(=O)OCC(=O)Nc2ccc3[nH]c(=O)[nH]c3c2)ccc1Cl,-6,-7,1,-2,0,14,0.2,-2,-10,10
N#Cc1c(-c2ccc(F)cc2)nc(-c2ccccc2)[nH]c1=O,3,5,-2,0,1,11,-0.2,0,-3,-3
COc1ccc(CSCC(=O)NCCC(C)C)cc1,2,2,-9,3,0,-3,0.2,-2,3,-2
O=C(Nc1ccc(Br)cn1)c1ccc(Br)s1,8,-2,2,1,1,-3,-0.2,-3,-5,9
CC1CC(C)CN(CCCNC(=O)c2ccc3c(c2)NC(=O)C(N2CCCCC2)S3)C1 (stereo unspecified),-2,-3,-4,3,2,0,-0.3,5,0,-2
O=c1sc2ccccc2n1COc1ccccc1,6,-9,0,5,1,20,0.7,9,1,4
O=C(NCCc1c[nH]c2ccccc12)c1ccc(F)cc1F,3,-4,-2,2,0,-3,0.3,-7,-5,-54
C[C@H]1CN([C@@H](C)CO)C(=O)c2c(c3ccccc3n2C)-c2ccccc2CO[C@H]1CN(C)C(=O)[C@@H]1CCCN1C,-7,-2,4,4,-3,6,0.3,-2,2,8
COc1ccc(C2c3c(n[nH]c3C)CC(C)(O)C2C(C)=O)cc1OC (stereo unspecified),1,-6,-2,-1,-1,6,0.3,-3,0,0
COc1ccc(CCn2c(N3CCOCC3)nc3c2c(=O)[nH]c(=O)n3C)cc1,3,3,2,2,8,-3,0.2,7,3,-1
O=S(=O)(N/N=C\C=C\c1ccccc1)c1ccc(Cl)cc1,-2,-2,-2,-3,-3,-10,0.5,-1,1,-6
COc1ccc(CN2CCN(C(=O)c3cccc4ccccc34)CC2)cc1OC,5,1,-7,0,-1,7,-0.6,-6,-2,-3
CC(=O)c1cccc(NC(=O)C2C3CCC(C3)C2C(=O)O)c1 (stereo unspecified),-3,4,6,-6,2,-17,0.0,0,-5,11
Cc1ccc2c(c1)nnn2C1CCN(C(=O)C23CC4CC(CC(C4)C2)C3)CC1,11,-3,4,3,4,18,0.2,8,3,6
O=C(NCCCc1ccccc1)C1CCN(c2nnc(-n3cccc3)s2)CC1,3,4,-4,-3,-1,8,-0.1,-10,-4,-2
CC(=O)Nc1ccc(S(=O)(=O)Nc2cc(C)c(-n3nc4ccccc4n3)cc2O)cc1,0,3,-1,-7,0,-1,-0.1,-4,4,-9
CSC1=N/C(=C\c2cccnc2)C(=O)N1c1ccccc1,-5,-5,-4,-30,-5,0,0.1,1,-44,-6
N#CCCN(C(=O)COC(=O)c1ccc(CNS(=O)(=O)c2ccc(F)c(Cl)c2)cc1)c1ccc(F)cc1,3,-11,-8,5,5,12,0.5,10,7,-54
NC(=O)NC(=O)COC(=O)CCCc1c[nH]c2ccccc12,0,-8,-2,4,-3,7,-0.7,-8,2,-21
CC1(C)NC(C(=O)O)Cc2c1[nH]c1ccccc21 (stereo unspecified),0,4,1,-3,0,-4,-0.3,-8,-3,2
CCc1nc2sccc2c(=O)[nH]1,2,-12,2,5,-2,7,-0.3,-2,0,1
O=C(Cc1ccc(Cl)cc1)Nc1ccc2oc(-c3ccncc3)nc2c1,12,-11,1,-166,2,1,-5.2,-3,-215,-2
O=C(CNC(=O)c1ccc(Cl)cc1)OCC(=O)c1ccccc1,2,6,9,1,-1,-20,0.6,-6,-8,0

# One compound at a time, as listed above. Order of values: Rev-erbA mod | DDE Tn7 FP inh | DDE Tn6 FP inh | PLCg1 inh | UHRF1 MBD2 ctr | ARFGAP1 inhibitor | proKLK7 act | ASAP1 GAP inh | PLCb3 inh | HGIII-sPLA2 inh
# C[C@H]1CN([C@@H](C)CO)C(=O)c2c(c3ccccc3n2C)-c2ccccc2CO[C@H]1CN(C)C(=O)[C@@H]1CCCN1C in the list: -7 | -2 | 4 | 4 | -3 | 6 | 0.3 | -2 | 2 | 8
# O=C(NCCCN1CCCC1=O)c1nnc(Cc2c(F)cccc2Cl)o1 in the list: -2 | -1 | 0 | 5 | 0 | 17 | 3.3 | 4 | 4 | 3

# Going on with the list:
SMILES,Rev-erbA mod,DDE Tn7 FP inh,DDE Tn6 FP inh,PLCg1 inh,UHRF1 MBD2 ctr,ARFGAP1 inhibitor,proKLK7 act,ASAP1 GAP inh,PLCb3 inh,HGIII-sPLA2 inh
Cc1cccc(OCC(=O)NNC(=O)c2cc3ccccc3oc2=O)c1,-1,-2,5,1,1,-2,0.1,-8,-1,11
COc1ccc(N2C(=O)NC(NS(=O)(=O)c3ccc(Cl)cc3)(C(F)(F)F)C2=O)cc1 (stereo unspecified),2,-1,17*,3,-2,-1,0.4,13,-1,0
CCOC(=O)N1CCC(NC(=O)c2ccc(Cl)cc2)CC1,1,5,-2,6,6,2,-0.5,1,2,-2
CCN(Cc1cc2cc(OC)ccc2[nH]c1=O)C(=O)Cc1ccc(OC)cc1,1,9,12,-35,0,-12,1.4,-13,-45,-9
O=C(Nc1ccc(Cl)cc1)c1ccncc1,4,3,10,0,-4,-4,0.3,9,4,2
COc1ccc2c(C)cc(Sc3nnnn3-c3ccccc3)nc2c1,4,4,2,-1,-4,13,-0.6,7,-2,-14
COC(=O)[C@H](CC(C)C)NC(=O)Nc1ccccc1F,-8,-9,-4,-1,-1,0,0.2,5,-5,4
CCN(CC)CCCNC(=O)CCn1nc(-c2ccc(Cl)cc2)ccc1=O,2,1,6,1,1,0,0.6,8,-3,-3
Cn1c(=O)[nH]c(=O)c2c1nc1n2CCCN1Cc1ccccc1,-2,-4,-10,-2,2,7,-0.3,0,-3,6
O=C(CCNS(=O)(=O)c1ccccc1C(F)(F)F)NCCCSc1ccccc1,-2,-2,0,12*,-3,-10,-0.2,1,-1,-47
Cc1cc(=O)n2[nH]c(SCc3ccccc3)nc2n1,1,-5,-10,2,1,-3,-1.1,-12,2,1
CCN(CC)C(=O)CSC1=C(C#N)C(c2ccco2)C(C(=O)OCCOC)=C(C)N1 (stereo unspecified),-2&2,6&0,-1&-6,-14&-17,-2&-3,12&1,1.0&0.7,-2&3,-16&-20,-2&-9
c1ccc(CN2CCN(c3cnc4ccccc4n3)CC2)cc1,1,-9,-4,-10,-2,-1,1.4,4,-27,-5
CCCOC1CCCN(C(=O)c2cc(Cl)c(Cl)cc2C(=O)O)C1 (stereo unspecified),-4,1,-3,2,2,0,0.2,13,1,3
Cn1c(SCC(=O)N2CCOCC2)nnc1-c1cnccn1,-3,4,0,3,1,0,0.8,9,-3,1
Cc1cc(Cl)cc(Cl)c1OCCN1CCCC1,-4,-1,-2,1,0,-4,0.7,-5,-5,2
CC(C)(C)Oc1ccccc1Nc1nc(NCCO)nc(N2CCCC2)n1,-1,0,5,-1,-1,-6,0.1,-7,2,-19
FC(F)(F)c1cc(-c2cccs2)nc2cc(-c3cccs3)nn12,7,2,-9,-23,1,0,-6.6,-8,-34,14
CCCn1nnnc1NCc1ccc(OC)cc1,-1,-4,-2,2,2,12,-0.2,-3,2,4
COCc1[nH]nc2c1C(c1ccccc1OC)C(C#N)=C(N)O2 (stereo unspecified),-4,3,5,-1,-5,4,0.1,-9,-2,-4
CN(CC(=O)NCc1cccnc1)S(=O)(=O)c1cc(Cl)ccc1Cl,-4,0,1,2,2,9,0.9,3,-2,-2
Cc1cc(NC(=O)CCC(=O)N(Cc2ccco2)C2(C(=O)NC3CCCCC3)CCCCC2)no1,-3,0,1,-1,0,-4,0.6,0,-2,-10
C=CCn1nc(-c2ccccc2)c2c(C)onc2c1=O,0,-10,2,0,2,1,0.7,7,0,5
CCC(c1nnnn1-c1ccc2c(c1)OCCO2)N1CCN(c2ccccc2OC)CC1 (stereo unspecified),6,6,5,1,1,7,-0.1,7,4,10
COc1ccc(N2CCN(C(=O)CCNC(=O)Cn3ccc4ccccc4c3=O)CC2)cc1,2,-1,-16,6,0,1,0.5,-1,-4,2
CC(C)NS(=O)(=O)c1ccc(CCC(=O)NCc2ccc3c(c2)OCO3)cc1,2,1,5,-2,-3,-11,-0.6,8,4,4
CCOC(=O)C(C)Sc1nnc(NC(=O)c2cccc([N+](=O)[O-])c2C)s1 (stereo unspecified),-3,6,-5,-1,4,4,-0.1,-1,-3,7
COc1ccc(COc2ccc3c(C)cc(=O)oc3c2)cc1,3,-10,0,-8,3,6,-1.6,-1,-21,14
O=C1NC[C@@H](Cc2ccc(O)cc2)N(CC2CCCCC2)C1=O,2,-6,0,2,5,5,-0.1,2,2,0
Cc1c(NC(=O)C(C)C)cccc1-c1nc2ncccc2o1,0,1,7,-2,0,-6,-0.2,-3,-10,3
O=C(OCC(=O)N1CCOCC1)c1ccccc1OCc1ccccc1Cl,-4,0,-3,2,-1,-22,-0.5,11,1,0
